# PGC1a acetyl inh: inhibitors of PGC1a acetylation signal, primary screen, cell-based, U2OS, AlphaScreen, inhibitor mode. AlphaScreen anti-acetyl-lysine; with virally co-expressed GCN5 acetyltransferase. inhibition, % at 15.6 µM. 350,000 compounds, 0.17% hits. AID 651687, 2012;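 active = every replicate shows inhibition of at least 40%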;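 also: 0% = neutral control wells and 100% = positive control wells; some results beyond the cut were filed as inactive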
# CFTR F508del cor: F508del CFTR correction, initial screen, CFBE line, single point; CFBE cells, YFP halide quenching; stimulated with forskolin plus potentiator P3; % fluorescence drop versus neutral controls; activity (quench increase), % at 7.58 µM; AID 720511, 2013; 350,000 compounds, 0.36% hits;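 active = mean added fluorescence quench of at least 8% versus neutral control, with both replicates also reaching 8%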;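 also: cells transiently co-express mutant CFTR-F508del with the halide-sensitive YFP; corrector assay measuring rescue of mutant channel to the surface after 24 h compound exposure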
# miR122 inh: miR-122 Renilla sensor signal increase in Huh7, primary screen, miR-122 inhibitor project, cell-based, single point, plate reader | Huh7 miR-122 Renilla luciferase sensor, 48 h; neutral wells = 0, positive control = 100 | activation (reporter increase), % at 12.5 µM | 340,000 compounds, 0.3% hits;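 active = mean replicate activation score at least 90 and every replicate individually at or above 90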;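 also: higher luciferase means less miR-122 activity so hits act as miR-122 inhibitors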
# FN deposition inh: inhibitors of fibronectin matrix deposition, primary screen, AH1F cells, Alexa488-fibronectin fluorescence, plate reader; AH1F fibroblasts, overnight; inhibition, % at 12.6 µM; 350,000 compounds, 0.086% hits;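 active = mean inhibition across replicates of 30% or more, regardless of how many single replicates reach that level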;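 also: positive control wells lacked labelled fibronectin entirely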
#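 Assay system: AH1F fibroblasts assembling fluorescent fibronectin matrix; Amount: 10000 AH1F cells per well; Buffer or medium: DMEM, 2% serum; Probe or stimulus: Alexa488-fibronectin, 24 nM final in well; Doses: single compound dose, delivered by pin transfer; Incubation: 1 h adhesion, overnight exposure; Measured by: fluorescence 485/525 nm; Read-out: fibronectin deposition inhibition.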
# PglD inh: C. jejuni PglD acetyltransferase inhibitors, primary screen, biochemical, DTNB colorimetric, single point | UDP-N-acetylbacillosamine N-acetyltransferase PglD (Campylobacter jejuni) | purified PglD enzyme, DTNB colorimetric CoA detection | inhibition, % at 12.5 µM | 360,000 compounds, 0.098% hits; in the data active = inhibition above about 16%, passing the limit was not always enough; also: strong numbers were not always called active
# INS-1E GSIS act: GLuc luminescence reporter in INS-1E cells, primary screen for activators of glucose-dependent secretion of insulin; activation, % at 16.6 µM; INS-1E GLuc reporter insulin secretion, 2-3 h; 370,000 compounds, 0.61% hits;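 active = lowest replicate activation of at least 40%, so every replicate reaches that level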;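 also: 0% = median of neutral control wells and 100% = median of IBMX positive control wells; some compounds called inactive have numbers as strong as hits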
# Statin myotox sup: suppressors of statin myotoxicity in C2C12 myotubes, primary screen, cell-based, single point, plate reader; rescue of ATP level, % at 7.49 µM; 330,000 compounds, 0.78% hits; C2C12 myotubes + simvastatin, ATP luminescence, 48 h; scaled: DMSO 0, geranylgeraniol control 100;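 active = mean ATP rescue above about 67%, or every replicate alone reaching that limit, limit read from the data, passing the limit was not always enough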;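 also: myotubes were challenged with 10 µM simvastatin during compound exposure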
# Cneo AK release: Cryptococcus neoformans cell lysis inducers, primary screen, AK release luminescence, single concentration; AID 651654, 2012; 360,000 compounds, 0.2% hits; lysis activity, % at 15 µM; C. neoformans lysis, adenylate kinase release luminescence, 4 h; normalised: neutral wells 0, clomiphene wells 100;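 active = mean lysis activity across replicates of at least 80%, whatever share of replicates individually reach that level; inactive = mean lysis activity below 80%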
#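 Schedule: static 4 h at 37 °C with compound, 1 h detection; system: C. neoformans cells; benchmarks: Clomiphene as positive control; buffer or medium: fresh YPD medium; measure: luminescence rise reflecting yeast cell lysis; measured by: luminescent adenylate kinase detection reagent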
# Active calls of the source: *; . = no result given; [ ] = remark or other dose.
SMILES,PGC1a acetyl inh,CFTR F508del cor,miR122 inh,FN deposition inh,PglD inh,INS-1E GSIS act,Statin myotox sup,Cneo AK release
O=C(CCCc1cccs1)Nc1nc2c(s1)CCCC2,-4.5,.,-1.4,-22.8,1.0,.,11.3,-2.9
CCCCn1c(SCC(N)=O)nc2ccc(N3CCOCC3)cc2c1=O,-0.7,.,14.3,-0.3,-4.0,.,2.4,1.8
Cc1ccc(NC(=O)C2CCCC2)cc1Cl,.,.,2.9,2.4,3.4,-7.0,-21.7,-2.4
Cc1ccc(CCNC(=O)c2cc(-c3ccncc3)nc3ccccc23)cc1,-15.6,0.9,-1.9,9.0,-0.4,-19.2,3.7,-0.2
COc1ccc(/C=N/n2cnnc2SCc2ccc(OC)cc2)cc1,2.9,.,-3.4,.,-5.1,.,19.8,-1.1
COc1cccc(CNC(=O)Cn2cccc2C(=O)c2ccccc2C)c1,-23.4,-0.1,-6.0,-11.4,0.6,16.6,28.0,1.1
CCCC(=O)N(Cc1cc2cc(OC)ccc2[nH]c1=O)c1ccc(OC)cc1,.,0.6,3.4,.,0.3,8.1,6.3,-1.0
CCN(CC)CCn1c(NCc2cc(OC)ccc2OC)nc2ccccc21,-23.3,.,-1.6,5.1,0.6,.,-54.1,-0.9
COc1cc(C2NC(=O)NC(C)=C2C(=O)OC(C)(C)C)ccc1OCC(=O)O (stereo not drawn),-0.2,.,.,.,2.5,.,4.0,12.4
O=C(Nc1ccc(C(=O)O)cc1)Nc1cccc2ccccc12,.,-1.7,.,-6.0,-1.5,0.0,18.5,-3.3
COc1cc(S(=O)(=O)N2CCCN(C)CC2)ccc1NC(C)=O,-2.6,-1.4,-3.1,-12.3,1.6,0.0,16.4,0.5
CCOC(=O)N1CCN(C(=O)CN(c2cccc(C(F)(F)F)c2)S(C)(=O)=O)CC1,6.1,.,5.6,5.0,3.1,.,.,1.1
Cc1ccc(CN(C)C[C@H]2OCc3cn(nn3)CCCC(=O)N([C@H](C)CO)C[C@@H]2C)cc1,2.2,-0.9,-3.3[16.7 µM],-5.0,.,15.3,7.5,.
Cc1ccc(C(=O)NCC(=O)OCc2nc3ccsc3c(=O)[nH]2)cc1C,.,-2.7,-25.0,3.9,-4.2,3.9,-4.7,-2.1
O=C(Cn1nnc(-c2ccccc2)n1)OCc1ccccc1,-16.2,.,-2.0,-0.2,-2.9,.,-1.9,8.2
Cc1nc2ccccn2c(=O)c1NC(=O)c1cccs1,.,2.0,-1.9,-0.1,3.0,3.7,-8.3,1.9
CC1(C)CC(=O)C2=C(C1)N(Cc1cccnc1)C(=O)C2(NC(=O)c1cccnc1)C(F)(F)F (stereo not drawn),4.9,.,-4.3,-8.4,-7.8,.,3.6,0.3
CCN1C[C@@H]2[C@@H]3C(=O)N(Cc4ccccc4)C(=O)[C@@H]3[C@](C)(C1=O)N2C(=O)c1ccc(Cl)cc1,1.1,-5.2,0.1,3.1,-3.1,-2.7,2.8,0.9
COc1ccc(S(=O)(=O)Nc2ccccc2C(=O)NCc2cccnc2)cc1C,-4.3,-2.4,0.5,-4.2,5.4,34.9,16.0,1.1
COc1ccc(-c2ccc([C@H]3[C@@H](C#N)N(C(=O)C4CCC4)[C@H]3CO)cc2)cc1,10.3,2.1,.,3.6,4.6,1.0,1.6,-4.6

# Record cards, from the list above. Order of screens: PGC1a acetyl inh, CFTR F508del cor, miR122 inh, FN deposition inh, PglD inh, INS-1E GSIS act, Statin myotox sup, Cneo AK release
# `Cc1ccc(NC(=O)C2CCCC2)cc1Cl` is listed as ., ., 2.9, 2.4, 3.4, -7.0, -21.7, -2.4
# `COc1ccc(-c2ccc([C@H]3[C@@H](C#N)N(C(=O)C4CCC4)[C@H]3CO)cc2)cc1` is listed as 10.3, 2.1, ., 3.6, 4.6, 1.0, 1.6, -4.6
# `Cc1ccc(CCNC(=O)c2cc(-c3ccncc3)nc3ccccc23)cc1` is listed as -15.6, 0.9, -1.9, 9.0, -0.4, -19.2, 3.7, -0.2
# `CCCCn1c(SCC(N)=O)nc2ccc(N3CCOCC3)cc2c1=O` is listed as -0.7, ., 14.3, -0.3, -4.0, ., 2.4, 1.8
# `CCCC(=O)N(Cc1cc2cc(OC)ccc2[nH]c1=O)c1ccc(OC)cc1` is listed as ., 0.6, 3.4, ., 0.3, 8.1, 6.3, -1.0

# The list goes on.
SMILES,PGC1a acetyl inh,CFTR F508del cor,miR122 inh,FN deposition inh,PglD inh,INS-1E GSIS act,Statin myotox sup,Cneo AK release
CCCCCNC(=O)C1c2ccccc2Oc2ccccc21,.,-1.4,.,-6.0,.,-2.7,13.7,.
COc1ccc(-c2ccc([C@H]3[C@@H](CO)N4CCCCN(C(=O)NC(C)C)C[C@H]34)cc2)cc1,3.5,0.4,-4.4[16.7 µM],.,-5.0,-6.3,-1.5,1.3
Cc1cc(Cl)ccc1Oc1cccc(C(=O)/C(C#N)=C/N(C)C)c1,3.1,.,-1.7,-0.9,-3.8,.,15.5,-0.6
CNC[C@H]1Oc2c(NC(=O)Nc3cccc4ccccc34)cccc2C(=O)N([C@@H](C)CO)C[C@H]1C,-8.4,1.8,.,1.2,.,-4.5,.,.
Cc1cccn2c(=O)c(/C=C(\C#N)C(=O)NCc3ccccc3)c(N3CCC(C(N)=O)CC3)nc12,0.0,-4.0,4.1,4.0,-9.3,-12.0,0.3,0.7
Cc1cc(C(=O)N/N=C/c2cccs2)no1,6.1,-2.2,0.7,-0.7,5.7,.,.,-1.9
COc1ccc(C2CC(c3ccccc3)=NN2C(=O)COC(=O)c2cc(S(=O)(=O)N3CCOCC3)ccc2F)cc1 (stereo not drawn),-6.8,.,-3.1,.,-5.9,9.2,.,-0.1
CS(=O)(=O)c1ccc2nc(NC3(C(F)(F)F)N=C4SCCN4C3=O)sc2c1 (stereo not drawn),-0.8,.,0.1,-2.4,-1.2,.,11.9,-0.5
COc1ccc(/C=N/NC(=O)CC(=O)NC2CCCCC2)cc1,2.0,-1.1,3.0,-17.9,-2.4,0.8,0.5,-0.6
Cc1cc(C)cc(NCc2cc3c(cc2[N+](=O)[O-])OCO3)c1,-3.9,.,7.1,.,-2.5,.,4.6,0.0
CCN1CCn2c3c(c4cc(Br)ccc42)CCCC31 (stereo not drawn),-12.3,.,11.9,.,-15.7,.,-19.9,0.4
Cc1ccc(C2CC(c3ccccc3)=NN2C(=O)CSc2nnc(-c3ccncc3)n2C)o1 (stereo not drawn),-6.0,-1.7,-11.1,-0.6,-12.0,-40.6,.,-1.3
Cc1ccc(Nc2nc(C)c(CCC(C)C)c(=O)[nH]2)cc1,-16.4,.,-3.9,.,-1.3,.,-1.7,2.0
CSc1ccccc1NC(=O)COC(=O)CCc1ccccc1,0.5,1.3,-3.7,-0.9,-2.1,10.6,7.7,6.1
Cc1ccc(C(=O)CSc2nnc(-c3ccncc3)n2C)cc1,-2.0,0.0,.,4.0,.,-4.4,.,.
Cc1ccc(CNS(=O)(=O)c2cc3c(cc2C)NC(=O)CO3)cc1,.,0.0,8.9,3.8,1.9,21.5,17.4,1.3
COc1ccc(-c2cc(CNS(=O)(=O)c3ccc(F)cc3)on2)cc1,-4.7,1.0,4.7,-15.9,-0.7,-5.9,0.9,-4.0
Cc1cc(NC(=O)CCCC(=O)NCc2cccs2)no1,3.1,.,-1.4,2.0,-8.2,.,8.1,2.4
CCC(=O)NC[C@H]1[C@H](c2ccccc2)[C@H](CO)N1C(=O)C1CC1,5.1,-1.3,-18.0[16.7 µM],-6.2,-0.9,6.7,9.7,0.9
COc1ccc(/C=N/NC(=O)c2cccc([N+](=O)[O-])c2)cc1O,-1.9,-1.9,.,-1.3,.,18.8,.,.
C[C@H](CO)N1C[C@H](C)[C@@H](CN(C)C(=O)Nc2ccc(C(F)(F)F)cc2)Oc2ccc(NS(=O)(=O)c3ccccc3)cc2CC1=O,-0.3,0.5,1.6[16.7 µM],.,-1.1,-2.5,2.6,-6.0
COc1ccc(C(C)=O)cc1CON=C1CSCc2ccccc21,-1.2,-3.3,-6.8,-3.3,3.1,-19.8,-1.2,1.9
CC(C)(C)c1nc(CN2CCOCC2)ccc1O,-8.1,.,5.2,1.3,-5.1,.,-0.5,5.3
CC(NC(=O)NCC1CCCO1)(C(F)(F)F)C(F)(F)F (stereo not drawn),-1.0,.,1.1,.,-2.6,.,51.6,-9.6
COc1ccc(CN(C(=S)Nc2ccccc2)C2CC(=O)N(c3ccc(F)cc3)C2=O)cc1 (stereo not drawn),-0.1,.,6.9,.,8.2,-22.4,18.7,14.4
Cc1cccc2sc(NNC(=O)c3ccc(S(=O)(=O)N4CCc5ccccc5C4)cc3)nc12,-7.1,-1.7,-9.9,5.4,-8.0,5.5,42.9,-0.3
Cc1ccc(S(=O)(=O)N2[C@@H](c3ccc(Cl)c(Cl)c3)C(C(=O)O)=C[C@H]2CC2CCCC2)cc1,21.2,1.1,6.5,-2.9,-0.9,-22.8,3.6,1.5
CCN1CCCC1Cn1cnc2c([nH]c3ccc(OC)cc32)c1=O (stereo not drawn),2.4,0.6,-4.8,7.2,1.9,14.6,-7.6,-1.3
O=C(Nc1ccon1)c1cccc(S(=O)(=O)N2CCCCCC2)c1,.,.,9.4,-6.7,5.9,.,-14.5,-1.8
Nc1nc(NS(=O)(=O)c2ccc(Cl)cc2)nn1-c1ccccc1,9.6,-0.6,3.0,5.9,1.5,14.7,5.2,1.4
O=C(c1ccc(OC2CCN(Cc3ccccn3)CC2)cc1)N1CCCCO1,0.0,1.1,-6.6,.,-0.5,14.4,1.3,0.2
O=C1c2ccccc2C(=O)N1CCSc1ncn[nH]1,1.7,.,-12.0,3.3,-1.3,.,9.6,-1.4
Nc1c(C(=O)N2CCCCC2)sc2nc3c(cc12)CCCC3,.,-0.8,6.4,1.0,-2.6,-7.7,-3.1,5.8
Cc1cccc(C(=O)N2CCN(S(=O)(=O)N3CCCCCC3)CC2)c1,7.5,-2.3,-1.1,-8.1,0.9,3.4,-9.3,-2.0
CN(CCC#N)C(=O)c1cc2c(Cl)nc3ccccc3c2s1,-5.2,0.4,-6.9,4.8,7.5,.,-2.2,-0.9
CN1CCN(S(=O)(=O)c2ccc(SCCOc3ccc(Cl)cc3)nc2)CC1,3.6,-1.9,.,-2.2,.,.,-4.0,.
COCCNc1ccc(-c2nn(C)c(=O)c3ccccc23)cc1[N+](=O)[O-],2.5,2.6,0.3,-0.5,-2.2,24.2,-1.5,-9.4
Cc1cccc(-n2ccnc2CN2CCN(C(C)C)C(CCO)C2)c1 (stereo not drawn),-6.0,-4.7,-2.2,-1.4,-1.9,.,4.1,-0.1
COc1cc(C(=O)OCC(=O)NCc2ccc(F)cc2)ccc1OCC(C)C,-3.6,-3.2,.,-1.3,0.7,21.2,.,3.9
O=C(C1=C(O)C(=O)N(c2ncccn2)C1c1cccc(Cl)c1)c1ccco1 (stereo not drawn),5.9,.,-8.6,-6.1,-1.8,1.9,2.9,-3.2
COc1ccc(C(=O)COC(=O)c2c(-c3ccccc3)noc2C)c(OC)c1,.,4.0,-1.6,1.3,1.1,5.4,3.5,3.8
C[C@@H]1CCCCO[C@H](CN(C)CC2CC2)[C@@H](C)CN([C@H](C)CO)C(=O)c2cc(NC(=O)Nc3ccccc3)ccc2O1,0.2,-0.8,2.4[16.7 µM],.,-4.8,2.6,.,-3.6

# High-throughput results from PubChem.
